MsrA act = bovine MsrA enzyme activators, primary screen, biochemical, absorbance, HTS | Methionine sulfoxide reductase A (Bos taurus) | purified bovine MsrA, absorbance read-out | activation, % at 10.6 µM | 360,000 tested, 0.3% active | AID 602163, 2012; in the data active means activation above about 7.5%;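 further: 0% = vehicle and 100% = reference activator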
STEP inh = STEP phosphatase inhibitors, primary screen, biochemical, fluorescence intensity, uHTS; Tyrosine-protein phosphatase non-receptor type 5 (Homo sapiens), P54829; recombinant STEP, OMFP fluorogenic substrate; inhibition, % at 20 µM; 360,000 tested, 0.25% active; AID 588621, 2011;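 active means inhibition at 20 µM, scaled per plate between control wells, above about 37%, limit read from the data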;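 further: 0% = DMSO with enzyme and substrate and 100% = substrate only without enzyme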
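System: isolated STEP enzyme; schedule: 20 min enzyme reaction at room temperature, protected from light; medium: Bis-Tris buffer pH 6.0, 2.5 mM DTT, 0.005% Tween 20; signal: fluorescence, 480/540 nm; dosing: single compound dose of 20 µM, 1% DMSO final; also added: OMFP substrate, 25 µM final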
E coli Lon inh = inhibitors of E. coli Lon protease, primary screen, biochemical, fluorescence polarization; P0A9M0; purified E. coli Lon protease; inhibition, % at 7.94 µM; 360,000 tested, 0.42% active; in the data active means inhibition above about 13%, passing the limit was not always enough;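 further: 0% = enzyme with probe and DMSO and 100% = no enzyme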
NRP1-CendR mod = modulators of CendR peptide binding to NRP-1, primary screen, biochemical, fluorescence polarization, uHTS | FAM-RPARPAR peptide binding to NRP-1 | inhibition, % at 25 µM | 360,000 tested, 0.85% active | Neuropilin-1 (Homo sapiens), O14786 | AID 602438, 2012;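 active means inhibition or corrected inhibition above about 18%, plus a signal ratio from 0.5 to 1.5, limit read from the data, passing the limit was not always enough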; further: strong numbers were not always called active
LMPTP inh = LMPTP phosphatase inhibitors, primary screen, biochemical, fluorescence intensity, uHTS. inhibition, % at 20 µM. AID 651560, 2012. recombinant LMPTP-A, OMFP fluorogenic substrate. Low molecular weight phosphotyrosine protein phosphatase (Homo sapiens), P24666. 360,000 tested, 0.22% active;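 active means compounds that cut the enzyme signal by at least half of the control window in the single-dose screen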;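 further: plate controls were DMSO wells with enzyme plus substrate for no effect and substrate without enzyme for full effect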
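material = LMPTP-A | quantity = 0.625 nM enzyme | reagent = OMFP substrate, 400 µM final | buffer or medium = Bis-Tris pH 6.0, DTT, detergent | detection = endpoint fluorescence intensity from OMFP dephosphorylation | dosing = single 20 µM dose | read-out basis = % inhibition relative to no-enzyme and uninhibited control wells | control set = no-enzyme and uninhibited controls | timing = 50 min at room temperature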
SUMO1-SIM PPI = modulators of SUMO1 protein-protein interactions, primary screen, biochemical, uHTS | Small ubiquitin-related modifier 1 (Homo sapiens), P63165 | SUMO1 binding to a labelled peptide, TR-FRET, 1 h | inhibition, % at 20 µM | 360,000 tested, 0.33% active | AID 602429, 2012; in the data active means inhibition above about 37%
Scp-1 inhibitor = Scp-1 phosphatase inhibitors, primary screen, biochemical, colorimetric, uHTS; inhibition, % at 20 µM; 340,000 tested, 0.88% active; Recombinant Scp1, phosphopeptide, malachite green phosphate absorbance; AID 493091, 2011; Carboxy-terminal domain RNA polymerase II polypeptide A small phosphatase 1 (Homo …;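 active means inhibition above about 50% at 20 µM, limit read from the data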;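 further: plate controls were DMSO wells with enzyme for no effect and wells lacking enzyme for full effect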
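Material: truncated SCP-1 phosphatase (76-261aa) / Buffer or medium: 50 mM Tris acetate pH 5.5, 0.005% Tween-20, 10 mM MgCl2 / Compound dosing: one concentration, 20 µM, with 1.0% DMSO / Incubation: 45 min room-temperature reaction, 5 min colour, 30 min stabiliser / Detection: colorimetric free-phosphate detection, absorbance 630 nm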
TbMetRS inhib = T. brucei MetRS inhibitors, primary screen, biochemical, luminescence; methionyl-tRNA synthetase (Trypanosoma brucei brucei); purified T. brucei MetRS, ATP depletion, Kinase-Glo luminescence; inhibition, % at 11.9 µM; 360,000 tested, 0.4% active; AID 624268, 2012;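 active means inhibition above a per-plate cutoff of the control wells' mean inhibition plus 3 SD, cut at about 5.5% in these data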;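 further: 0% = DMSO wells median and 100% = median of wells with control inhibitor compound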
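Test system: purified T. brucei MetRS enzyme. Also added: ATP, methionine and E. coli bulk tRNA substrates. Compound: 11.9 µM single point. Schedule: 15 min enzyme-compound preincubation, 2 h reaction, 10 min detection, 25 °C. Signal: luciferase luminescence of residual ATP, Kinase-Glo. Evaluation: percent inhibition versus plate control medians. Controls: DMSO wells, low control.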
MsrA inh = bovine MsrA enzyme inhibitors, primary screen, biochemical, absorbance, HTS; 360,000 tested, 0.75% active; purified bovine MsrA, absorbance read-out; inhibition, % at 15.5 µM; Methionine sulfoxide reductase A (Bos taurus); in the data active means inhibition above about 4.5%;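 further: 0% = vehicle wells with enzyme and 100% = reference inhibitor wells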
DNMT1 block = human DNMT1 methyltransferase inhibitors, primary screen, biochemical, molecular beacon, fluorescence, HinP1I cleavage, uHTS. inhibition (reported as % activation of signal), % at 10 µM. AID 588458, 2011. 360,000 tested, 0.83% active. DNA (cytosine-5)-methyltransferase 1 (Homo sapiens), P26358; in the data active means inhibition above about 50%
Target sequence (P26358 504-1616 limits assumed): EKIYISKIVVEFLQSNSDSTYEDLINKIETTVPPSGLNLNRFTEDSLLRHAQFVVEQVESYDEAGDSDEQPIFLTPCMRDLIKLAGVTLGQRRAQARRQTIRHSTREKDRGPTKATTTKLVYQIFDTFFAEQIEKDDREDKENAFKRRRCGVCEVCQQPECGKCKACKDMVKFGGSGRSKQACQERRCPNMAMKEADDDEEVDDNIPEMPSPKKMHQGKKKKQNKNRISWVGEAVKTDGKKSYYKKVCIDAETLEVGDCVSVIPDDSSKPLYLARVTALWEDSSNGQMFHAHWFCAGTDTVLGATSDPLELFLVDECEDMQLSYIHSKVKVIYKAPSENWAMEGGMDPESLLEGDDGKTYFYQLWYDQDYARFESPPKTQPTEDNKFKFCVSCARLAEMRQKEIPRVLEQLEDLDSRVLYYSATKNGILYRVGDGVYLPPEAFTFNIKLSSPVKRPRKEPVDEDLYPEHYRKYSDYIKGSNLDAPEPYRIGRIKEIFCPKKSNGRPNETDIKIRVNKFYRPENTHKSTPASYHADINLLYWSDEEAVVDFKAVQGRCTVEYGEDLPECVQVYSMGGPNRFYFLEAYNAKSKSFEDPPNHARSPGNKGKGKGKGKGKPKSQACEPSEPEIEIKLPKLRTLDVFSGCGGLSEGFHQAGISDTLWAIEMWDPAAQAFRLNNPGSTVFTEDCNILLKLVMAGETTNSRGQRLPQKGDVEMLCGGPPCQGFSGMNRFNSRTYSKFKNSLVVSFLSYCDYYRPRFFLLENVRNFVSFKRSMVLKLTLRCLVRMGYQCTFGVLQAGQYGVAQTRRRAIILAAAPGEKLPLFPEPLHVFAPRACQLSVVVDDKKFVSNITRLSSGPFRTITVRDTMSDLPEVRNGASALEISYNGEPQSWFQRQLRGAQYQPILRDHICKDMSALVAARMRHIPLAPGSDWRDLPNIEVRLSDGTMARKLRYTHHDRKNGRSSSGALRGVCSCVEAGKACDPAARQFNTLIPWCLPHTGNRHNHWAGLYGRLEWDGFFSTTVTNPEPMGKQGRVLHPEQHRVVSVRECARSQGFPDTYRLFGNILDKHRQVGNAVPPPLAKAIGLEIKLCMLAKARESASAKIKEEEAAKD
* marks the source's active call; other numbers are inactive results; . = not tested or not shown.

SMILES | MsrA act | STEP inh | E coli Lon inh | NRP1-CendR mod | LMPTP inh | SUMO1-SIM PPI | Scp-1 inhibitor | TbMetRS inhib | MsrA inh | DNMT1 block
CC(=O)Nc1ccc(NC(=O)c2ccc(NS(=O)(=O)c3cccc4cccnc34)cc2)cc1 | -2 | 1 | -1 | -1 | 2.2 | 2 | -5 | -0.5 | -0.4 | -5
O=C(NC1CCCCC1)C(c1ccccc1)N(Cc1cccnc1)C(=O)c1csnn1 (stereo not drawn) | -2 | 5 | -8 | 7 | -0.8 | 0 | -4 | 0.5 | -0.5 | 0
Cc1ccsc1C(=O)Nc1nnc(-c2ccco2)o1 | -2 | 1 | -2 | -23 | -0.5 | 2 | -11 | -0.2 | 3.2 | 4
Cc1ccc(S(=O)(=O)Nc2ccc(S(=O)(=O)NCC3CCCO3)cc2)cc1 (stereo not drawn) | -3 | -4 | 2 | 9 | -1.2 | 4 | -6 | -0.9 | -0.6 | 1
O=S1(=O)CCN(Cc2ccc(Cl)c(Cl)c2)CC1 | -8 | -4 | -13 | -6 | -1.4 | -1 | 3 | -0.8 | -0.4 | -2
CCOC(=O)N1CCN(C(=O)c2ccc(OCC)c(OCC)c2)CC1 | -2 | -4 | 5 | 5 | -1.4 | -3 | 4 | -2.4 | 0.2 | 1
Cc1ccc(NC(=O)CS(=O)CC(=O)N(CC(=O)NC2CCCC2)c2cccc(C)c2C)cc1 (stereo not drawn) | 4 | -2 | 1 | -4 | -0.2 | 3 | -12 | -0.5 | -0.6 | 2
Nc1ccc(C(=O)N/N=C/c2cccc(Oc3ccccc3)c2)cc1 | -3 | 1 | 1 | 1 | 0.9 | -13 | -5 | -0.2 | 1.3 | -2
COC(=O)c1ccc(CNC(=O)c2ccc(NS(=O)(=O)c3ccc4[nH]c(=O)[nH]c4c3)cc2)cc1 | 0 | -1 | -6 | 5 | -1.2 | 9 | -9 | 0.0 | -0.8 | -1
O=C1C2C3C=CC(C3=C3CCCCC3)C2C(=O)N1Cc1ccccc1 (stereo not drawn) | -2 | 2 | -2 | -11 | -0.4 | -1 | 0 | 0.1 | -0.1 | 3
Cc1cccc(C)c1OCC(=O)NNC(=O)c1ccoc1C | -6 | 1 | -2 | 4 | -0.4 | 0 | 5 | -1.0 | -0.1 | 1
COc1ccc(C(=O)N2CCN(S(=O)(=O)c3ccc4c(c3)OCCO4)CC2)cc1 | -5 | -2 | -12 | -3 | 0.3 | 3 | . | -0.1 | 1.8 | 0
c1ccc(CCc2cc3ccccc3[nH]2)cc1 | -1 | -3 | -10 | 2 | 1.2 | 14 | -14 | 0.5 | 0.6 | 2
Cc1ccc([N+](=O)[O-])cc1NC(=O)c1ccc2c(c1)OCO2 | -2 | -3 | -7 | 7 | -1.3 | -8 | -7 | -0.4 | 0.2 | 0
Cc1ccc(CC(NC(=O)c2ccccc2)C(=O)NC(Cc2ccccc2)C(=O)O)cc1 (stereo not drawn) | -3 | -2 | 2 | -2 | -0.4 | 3 | 1 | 0.1 | 0.5 | 3

Quoted from the listing.
Entry of CC(=O)Nc1ccc(NC(=O)c2ccc(NS(=O)(=O)c3cccc4cccnc34)cc2)cc1 under MsrA act: -2
Entry of Cc1ccc(S(=O)(=O)Nc2ccc(S(=O)(=O)NCC3CCCO3)cc2)cc1 (stereo not drawn) under NRP1-CendR mod: 9

(next part)
SMILES | MsrA act | STEP inh | E coli Lon inh | NRP1-CendR mod | LMPTP inh | SUMO1-SIM PPI | Scp-1 inhibitor | TbMetRS inhib | MsrA inh | DNMT1 block
COc1ccc(CN2CC[C@@H](N3CCOCC3)[C@H](O)C2)cc1F | -3 | 2 | 0 | -15 | -0.7 | -1 | -10 | -0.5 | 0.9 | 0
COc1ccc([C@H]2CC(=O)C=C(c3ccc(C)c4ccccc34)C2)cc1 | -7 | 3 | -2 | -21 | 3.7 | -4 | -3 | -0.6 | 1.9 | -6
CC(O)(c1ccccc1)c1nc(-c2cc3ccccc3o2)cs1 (stereo not drawn) | -3 | 2 | -5 | -20 | 2.0 | -2 | . | -0.2 | 0.6 | -1
CCOC(=O)C(/C=C(\C#N)C(=O)OCC)=C(/N)N1CCN(c2ccc(Cl)cc2)CC1 | -1 | -2 | -1 | -3 | 0.3 | 1 | -2 | 40* | 4.2 | -4
O=C(CSc1cn(CCNC(=O)c2ccccc2)c2ccccc12)NCC1CCCO1 (stereo not drawn) | -3 | -1 | -8 | 18 | -2.5 | -1 | -8 | -0.1 | -0.3 | 0
C=CCn1c(Cc2ccc(OC)cc2)nnc1SCC(=O)NCCc1ccccc1 | -3 | -1 | 9 | 0 | -0.2 | -1 | 2 | 0.6 | 0.7 | -1
CN1CCN(S(=O)(=O)c2cc([N+](=O)[O-])ccc2N/N=C/c2ccc(Cl)cc2)CC1 | 1 | -4 | -4 | -16 | -2.0 | -1 | -4 | -0.1 | -0.2 | 5
CC1(C)CC(=O)CC(C)(C)N1OC(=O)c1ccco1 | 2 | 12 | -4 | 9 | -1.2 | 1 | -7 | 0.9 | 0.6 | -1
CN(Cc1ccc2nonc2c1)Cc1nc(Cc2cccc(F)c2)no1 | -10 | 0 | 4 | -2 | 2.0 | -17 | -4 | -0.7 | -0.3 | 0
CCn1nc(C)cc1C(=O)N1CCCC(C(=O)c2ccc(OC)cc2C)C1 (stereo not drawn) | -3 | 0 | -9 | 6 | 0.0 | 1 | -6 | 0.4 | 0.6 | -2
O=C(O)C1CCN(C(=O)CSc2nc3cc(Cl)ccc3c(=O)n2Cc2ccccc2)CC1 | -6 | 2 | -6 | 1 | -0.4 | 7 | -8 | 0.4 | -0.1 | 0
CC1(c2cccc(Br)c2)NC(=O)N(CC(=O)Nc2ccc3c(c2)OCO3)C1=O (stereo not drawn) | -2 | -1 | -1 | 5 | 0.3 | 5 | -8 | 0.0 | -1.1 | -4
COCCN1Cc2cccc(C(=O)NC(C)CCc3ccco3)c2C1=O (stereo not drawn) | -4 | -2 | -10 | 1 | -0.7 | 5 | 6 | -0.8 | 1.0 | 0
Cc1cc(SCC(=O)OCC(=O)N(C)c2ccccc2)nc2ccccc12 | 4 | 0 | 1 | 2 | 1.6 | 4 | -5 | -0.5 | -0.7 | -1
CC(=O)Nc1sc2c(c1C(c1ccc(Cl)cc1)N1CCOCC1)CCCC2 (stereo not drawn) | 3 | -4 | -3 | 4 | 3.3 | 1 | 3 | 0.2 | -0.8 | -4
CC1CC(C)CN(S(=O)(=O)c2ccc3c(c2)NC(=O)C(C)C(=O)N3)C1 (stereo not drawn) | -3 | -3 | 0 | 0 | -1.1 | 0 | -1 | 0.5 | -0.2 | 2
CC(=O)Oc1ccc2cc(-c3cccnc3)c(=O)oc2c1 | -1 | 1 | -3 | 12 | 0.4 | -30 | -3 | 0.2 | 3.0 | 2
N#CCCN(CCC#N)C(=S)NC1CC2C=CC1C2 (stereo not drawn) | -3 | 2 | 1 | -12 | -0.2 | 1 | -5 | 0.6 | -0.7 | -1
Nc1nnnn1/N=C/c1ccccc1OCc1ccccc1 | 4 | 3 | -1 | 10 | 2.1 | -3 | 8 | 0.1 | 2.0 | 23
C[C@H](CO)N1C[C@H](C)[C@@H](CN(C)C(=O)Nc2ccccc2)Oc2ccc(NS(=O)(=O)c3cn(C)cn3)cc2C1=O | -13 | 2 | -7 | -6 | -1.5 | 5 | 71* | -0.7 | 0.7 | 12
N#CCCN1CCN(C(=S)c2ccc(-c3ccc(Cl)cc3)o2)CC1 | -2 | 20 | -2 | -27 | 0.7 | -10 | -11 | -0.3 | . | -25
CCN1C(=O)/C(=c2\o/c(=C3\C=Cc4ccccc4N3CC)c(=O)n2CC)SC1=S | -3 | 1 | -2 | -19 | 2.4 | -35 | -9 | -1.5 | -0.8 | 0
OC[C@@H]1CN(Cc2ccc3c(c2)OCO3)C[C@H](n2cnc3c(N4CCOCC4)ncnc32)O1 | 7.8* | 0 | -11 | -1 | 1.2 | -1 | . | -0.4 | 0.6 | 3
CC1(C)CC(=O)C=C(c2n[nH]nc2-c2ccc(F)c(F)c2)C1 | -7 | 0 | -8 | 4 | -2.0 | -4 | . | -1.3 | 3.7 | 5
COc1ccc(N(CC(=O)NC(C)(C)C)C(=O)CCC(=O)Nc2nccs2)cc1 | -6 | 6 | -3 | -2 | 20 | 8 | -5 | -0.3 | 1.3 | 12
CCc1ccc([C@H]2C(C(=O)O)=C[C@@H](CC)N2S(=O)(=O)c2ccc(C)cc2)cc1 | -2 | 2 | -5 | -4 | -2.0 | 2 | 8 | -0.2 | 0.7 | 74*
COc1ccccc1C(=O)Nc1ccc2c(c1)nc(CN1CCN(C(C)=O)CC1)n2C | -4 | -12 | -1 | -1 | -0.8 | 1 | -7 | -0.7 | -1.8 | -1
CN(C)S(=O)(=O)c1ccc(Cl)c(NC(=O)CN2CCCCCC2)c1 | -1 | 0 | 4 | -13 | -1.0 | 1 | -4 | -0.5 | -0.7 | -2
CCCCC(=NCCO)C1=C(O)C(C(=O)OC)C(C)(C)CC1=O (stereo not drawn) | -4 | -1 | -8 | 5 | -1.9 | -2 | 0 | -1.4 | -0.2 | 1
Cc1ccc(C)c(NC(=O)C2C3C=CC(O3)C2C(=O)O)c1 (stereo not drawn) | -2 | -3 | -2 | 10 | -2.5 | 7 | -4 | -0.7 | 0.4 | -1
Cc1nn(Cc2c(Cl)cccc2Cl)c(C)c1NC(=O)CCCn1nc(C)c([N+](=O)[O-])c1C | -4 | 0 | -3 | -1 | 0.3 | -3 | -12 | 0.1 | 0.5 | -3
CSCCC(NS(=O)(=O)c1ccccc1F)C(=O)Nc1ccncc1 (stereo not drawn) | -2 | -4 | -5 | 6 | -1.2 | 1 | -10 | 0.0 | 0.0 | 2
C=CC[C@H](CC(=O)NCCO)C(=O)N[C@H](COC(=O)[C@@H](CC=C)CC(=O)OC(C)(C)C)Cc1c[nH]c2ccccc12 | -9 | 2 | 2 | 16 | -0.7 | -3 | -8 | -0.3 | 0.4 | 7

Bioassay records (PubChem BioAssay)
